Screens as filed in PubChem BioAssay.
Mm-Cpn inhibitor = blocks the Methanococcus maripaludis chaperonin Mm-Cpn. 330,000 compounds, 0.031% hits. Potency, µM (titrated, usually from 76.9 µM), for inactives: at the highest dose activity, negative = inhibition, actives largely listed as inhibitors. purified Mm-Cpn ATPase, ADP Transcreener TR-FRET; further: potency means the concentration at half of the fitted maximal effect; on the % scale 0 is the no-effect control and ±100 the full control effect; nearly all actives have a fitted effect of over 80% in size
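ATPase read-out: TR-FRET ADP immunoassay (anti-ADP Eu cryptate vs ADP-d2), ex 320 nm, em 590/665 nm; signal drops as ADP forms. Enzyme 25 nM, ATP 10 uM, 30 min at 37°C after 10 min compound preincubation.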
EPAC2 agonist = agonists of human EPAC2 (RAPGEF4); Q8WZA2; EPAC2 activation, biochemical qHTS; response scale: 100% = 6.5 mM cAMP response; Potency, µM (series often up to 154 µM), inactives show at the top dose activation, most hits filed as activators; 360,000 compounds, 0.079% hits; AID 720711; further: potency means the concentration at half of the fitted maximal effect; nearly all actives have a fitted effect of over 50% in size
Target sequence (Q8WZA2 whole entry, looked up): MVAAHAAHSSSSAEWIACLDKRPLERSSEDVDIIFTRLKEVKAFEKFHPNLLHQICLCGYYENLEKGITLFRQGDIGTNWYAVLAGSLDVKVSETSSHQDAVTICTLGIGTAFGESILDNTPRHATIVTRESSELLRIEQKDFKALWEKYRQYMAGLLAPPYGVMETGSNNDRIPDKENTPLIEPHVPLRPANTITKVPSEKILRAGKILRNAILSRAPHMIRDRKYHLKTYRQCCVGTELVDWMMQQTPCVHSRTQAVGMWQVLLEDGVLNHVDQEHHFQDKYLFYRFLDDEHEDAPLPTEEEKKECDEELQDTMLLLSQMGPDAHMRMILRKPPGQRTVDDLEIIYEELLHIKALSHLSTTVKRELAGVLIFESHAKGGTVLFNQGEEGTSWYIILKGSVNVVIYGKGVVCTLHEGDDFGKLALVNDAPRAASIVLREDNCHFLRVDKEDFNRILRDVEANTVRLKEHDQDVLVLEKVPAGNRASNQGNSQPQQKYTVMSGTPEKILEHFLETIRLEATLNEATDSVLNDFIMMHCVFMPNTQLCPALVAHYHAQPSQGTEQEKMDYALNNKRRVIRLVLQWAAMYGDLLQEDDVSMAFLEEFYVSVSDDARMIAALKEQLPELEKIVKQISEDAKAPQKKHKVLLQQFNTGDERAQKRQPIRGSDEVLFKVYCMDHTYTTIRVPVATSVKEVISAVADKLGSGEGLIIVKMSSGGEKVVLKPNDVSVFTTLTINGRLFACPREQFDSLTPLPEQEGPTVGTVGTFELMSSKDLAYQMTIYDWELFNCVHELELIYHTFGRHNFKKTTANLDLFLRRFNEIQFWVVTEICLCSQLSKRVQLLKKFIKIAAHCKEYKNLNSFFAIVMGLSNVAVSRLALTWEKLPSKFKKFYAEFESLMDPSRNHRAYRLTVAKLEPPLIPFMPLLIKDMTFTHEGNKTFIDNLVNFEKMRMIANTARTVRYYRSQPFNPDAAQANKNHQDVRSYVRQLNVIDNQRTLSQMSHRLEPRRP
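Nucleotide exchange monitored as fluorescence drop when BODIPY-GDP leaves Rap1B. Reaction: 100 nM EPAC2, 250 nM RAP1B-BODIPY-GDP, 50 uM GDP, room temperature, kinetic read over 30 min. Activity expressed relative to 6.5 mM cAMP.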
EPAC2 antag = EPAC2 (human) antagonism. EPAC2 GEF exchange of Rap1B-BODIPY-GDP, fluorescence. Potency, µM (highest dose often 114 µM), inactives show at the highest dose activity, negative = inhibition, actives largely listed as inhibitors. 360,000 compounds, 0.18% hits; further: potency means the concentration at half of the fitted maximal effect; on the % scale 0 is the no-effect control and ±100 the full control effect; nearly all actives have a fitted effect of over 45% in size; many of its hits are not listed in these tables
CCT chaperon mod = modulators of cytosolic chaperonin (CCT/TRiC) activity; purified chaperonin ATPase assay, HTRF ADP detection, 30 min; activity change, % (test concentration not listed), hits read low; 360,000 compounds, 0.3% hits; AID 651819; in the data active means activity change below about -30%; further: on the % scale 0 is the no-effect control and ±100 the full control effect
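ATPase activity: ADP formed was measured by HTRF Transcreener (665/615 nm ratio) after 30 min at 37 deg C with 10 uM ATP. Compounds screened at one 76 uM concentration against 40 or 20 nM TRiC in Tris pH 7.4/KCl/MgCl2/DTT buffer.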
D3 ag = agonists of human D3 dopamine receptor; P35462; D3R DiscoveRx beta-arrestin cells, luminescence, 90 min; max activation, %; 410,000 compounds, 0.58% hits; AID 652048; in the data active means max activation above about 30%; further: 0% is about no effect; mostly tested at two doses, the higher about 12 µM
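Agonist-mode cell screen: cells plated at 1500/well and incubated overnight at 37 °C, then exposed to library compounds for 90 min at 37 °C. Detection reagent was added for 30–60 min at room temperature, and luminescence was read.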
D3 antag = antagonists of human D3 dopamine receptor; 360,000 compounds, 2.5% hits; max response, negative = inhibition, %; D3R cells, DiscoveRx beta-arrestin luminescence, antagonist mode; active compounds read low; P35462; AID 652054; in the data active means max response below about -50%; inconclusive means no clear call, values can overlap the other calls; further: on the % scale 0 is the no-effect control and ±100 the full control effect; mostly tested at two doses, the higher about 12 µM
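Cells plated overnight at 1500 cells/well, then exposed to library compounds with dopamine controls for 90 minutes at 37 degrees C. DiscoveRx reagent added for 30–60 minutes at room temperature; luminescence read, quantitative HTS format.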
pAkt inh = Akt phosphorylation inhibition. activity change, % for hits at 50 µM. AID 651550. 360,000 compounds, 0.32% hits. Neuro2A IGF-stimulated pAkt S473 HTRF, 20 min; active compounds read low; in the data active means activity change below about -80%; inconclusive means mostly about -51% to -80%; further: on the % scale 0 is the no-effect control and ±100 the full control effect
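Single-point screen (50 µM final compound) in Neuro2A cells stimulated 20 min with 6 nM IGF at 37 deg C. After lysis, Ser473-phosphorylated Akt read by HTRF (ex 330 nm, em 615/665 nm) as the 665/615 ratio.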
PTHR1 agonist = PTHR1 (human) receptor agonism | HEK293 GP2 PTHR1 cells, GloSensor cAMP luminescence, 1 h | Potency, µM (top dose mostly 115 µM), for the others: at the highest dose activation, actives largely listed as activators | Q03431 | 410,000 compounds, 0.075% hits; further: potency means the concentration at half of the fitted maximal effect; nearly all actives have a fitted effect of over 55% in size; some results filed as inactive show a strong effect at the top dose; inactives centre near -15; many of its hits are not listed in these tables
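HEK-293-derived GP2 cells expressing PTHR1 and a GloSensor cAMP reporter, 3,000/well, plated overnight, given luciferin plus IBMX (each 0.5 mM as added) for 1 h at 37 °C, then compound for 1 h at 37 °C. Luminescence was read after 15 min at room temperature.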
The depositor's hits bear a star; i = inactive; ? = inconclusive; . = no result given; & = joins results of further samples; [ ] = dose if it differs, or a comment. Unless noted, the call rests on the fitted dose curve; in most records, active means well fitted curve in the direction sought with a large enough effect; inconclusive means small, poorly fitted or top-dose-only effect, or another doubt; inactive means no such curve, though single readings can be large; an effect the other way counts as inactive or inconclusive. A portion of the library; rates above refer to the full screens.

SMILES	Mm-Cpn inhibitor	EPAC2 agonist	EPAC2 antag	CCT chaperon mod	D3 ag	D3 antag	pAkt inh	PTHR1 agonist
CC(=O)C1=C(C)N(Cc2ccccc2)C(=O)N[C@H]1c1ccco1	1%	9%	-7%	-0.2	4	6	i	i
COc1cc(-c2nc3n(n2)C(c2ccncc2)C2=C(CCCC2=O)N3)cc(OC)c1OC (configuration not stated)	-1%	0%	-3%	0.4	8	3	i	-16%
Cc1ccc(-n2ncc3c(=O)n(CC(=O)N(C)C)cnc32)cc1	-6%	-1%	3%	-1.0	6	-1	i	i
COc1ccc(CCNC(=O)C2CCN(C(=O)N(C)C)CC2)cc1OC	-3%	9%	-4%	-3.7	5	2	i	i
COc1ccc(C(=O)Nc2cc(C(F)(F)F)ccc2Cl)cc1OC	-1%	10%	-9%	-3.5	-4	13	i	i
CCOCCCNC(=O)C(NC(=O)c1ccc2c(c1)OCO2)c1ccc(Cl)cc1 (configuration not stated)	1%	10%	-2%	2.8	2	-20	i	-22%
COc1cccc2c(=O)n(CC(=O)N3CCCCCC3)ccc12	1%	-1%	11%	-0.7	1	0	i	-2%
N#CC1=C(N)C(C#N)(C#N)C(c2cccnc2)C2COCC=C12 (configuration not stated)	1%	3%	8%	-0.5	2	11	i	i
COc1ccccc1OCCNC(=O)c1ccc(S(=O)(=O)N(C)C)cc1	2%	3%	0%	0.1	9	-7	.	i
CC(=O)c1nn(-c2ccc(Cl)cc2)c(=O)[nH]c1=O	0%	6%	5%	-2.3	0	10	i	-25%
NS(=O)(=O)c1cc2c(cc1Cl)NC(CC1CCCC1)NS2(=O)=O (configuration not stated)	0%	9%	7%	-19	6&6	19	i	-15%
CCOC(=O)C1=C(C)N=c2s/c(=C\c3cc(OC)c(OC)c(OC)c3)c(=O)n2C1/C=C/c1ccccc1 (configuration not stated)	0%	-1%	-5%	2.6	-4	-20	i	i
CCOC(=O)c1nc2cc3n(c(C)c-2c1C)C(C)C(C)=C3C (configuration not stated)	-3%	6%	4%	-1.5	-4	7	i	i
O=C(Nc1ccc2c(c1)C(N1CCOCC1)c1ccccc1-2)C(F)(F)F (configuration not stated)	.	2%	14%	1.2	-1	-30	i	i
Cc1cccc(-n2c(=O)[nH]c3c(C(N)=O)nc(-c4ccccc4Cl)nc32)c1	-1%	-2%	-2%	-1.8	6	32	i	i
O=C(Cc1ccccc1F)N1CCN(S(=O)(=O)c2ccc(Cl)cc2)CC1	-5%	-4%	7%	-1.2	2	12	i	-36%[inhibitor]
CCc1ccc(C2CC(c3ccccc3C)n3nc(N)nc3N2)cc1 (configuration not stated)	2%	8%	-11%	0.1	2	2	i	i
CC[n+]1c(/C=C/c2c[nH]c3ccccc23)ccc2cc(C)ccc21	-27%	21%	4%	2.7	-12	0	i	-17%
Cc1ccc(C)c(S(=O)(=O)N2CCCOC2CNC(=O)C(=O)NCc2ccc3c(c2)OCO3)c1 (configuration not stated)	0%	7%	-6%	-1.9	-11	-18	i	-11%
CCCCN(C)CCCNC(=O)CC1Oc2ccccc2NC1=O (configuration not stated)	0%	9%	11%	0.4	-16	-22	i	5%
COc1ccc(/C(=N\Nc2ccccc2C(=O)O)c2ccccc2)cc1	-1%	6%	-28%	-4.9	14	2	i	i
COc1cc2c(cc1OC)C(C)N(CCN1C(=O)c3ccccc3C1=O)CC2 (configuration not stated)	0%	1%	6%	-3.3	-3	-1	i	-27%
COC(=O)c1sccc1S(=O)(=O)Nc1ccc(C(O)(C(F)(F)F)C(F)(F)F)cc1	.	-3%	-1%	-0.2	-1	-19	i	i
O=C(CNc1ccccc1)NNC1=NCCC1	2%	12%	-19%	-1.0	2	-15	i	i
COc1ccc2c(c1)cc(C(=O)N[C@@H](Cc1ccccc1)C(=O)N[C@@H](C)C(=O)O)n2C	-5%	2%	21%	2.7	-7	-2	i	-3%
CC(C)Sc1nnc(NC(=O)C2CC2)s1	0%	6%	5%	1.8	1	3	i	-9%
CC(=O)NC(c1cccc(F)c1)c1nc(-c2csc3ccccc23)cs1 (configuration not stated)	.	13%	?	-0.5	-14	-23	.	-9%
Cc1cc(C)c(NC(=O)C[N+](C)(C)CC(O)COc2cccc3ccccc23)c(C)c1 (configuration not stated)	1%	5%	-7%	-1.6	-8	-17	i	i
CCOc1ccc(Br)cc1S(=O)(=O)NC1CC(C)(C)NC(C)(C)C1	-2%	12%	17%	-0.9	-1	-15	i	?
CCc1nc2c(OCC=C(C)C)cccn2c1N(C)C(=O)c1ccc(OC)cc1	.	-5%	?	0.5	2	-61*	i	6%
CCN(C(=O)COC(=O)c1ccccc1SCC(=O)N1CCCC1)C1CCS(=O)(=O)C1 (configuration not stated)	0%	11%	9%	-2.0	-17	-21	i	-5%
Cc1occc1-c1nnc(SCC(=O)N2CCCCC2)o1	-8%	4%	28%	1.6	2	5	i	i
COc1cccc(-c2nnn(CC(=O)N3CCCCC3)n2)c1	1%	3%	0%	-3.1	2	19	i	-11%
COc1cc2ccccc2cc1C(=O)OCC(=O)N1CCOCC1	0%	4%	4%	-2.1	-2	38	i	-14%[57.5 µM]
CCC(CC)NC(=O)C1CCN(S(=O)(=O)c2cccs2)CC1	0%	7%	2%	-0.7	1	18	i	-42%[inhibitor]
CC1c2cc3c(cc2CCN1CC(=O)Nc1ccccc1)OCCCO3 (configuration not stated)	1%	11%	-13%	1.0	-8	-5	i	-78%[inhibitor]
COCCC(=O)N1CCc2c([nH]c3ccccc23)C1C(C)(C)C (configuration not stated)	1%	3%	5%	-0.3	-4	20	i	-6%
CCC(=O)N1CCCC1(C)C(=O)Nc1cccc(Oc2ccccc2)c1 (configuration not stated)	.	8%	10%	0.0	6	11	.	-1%
CCCCn1nnnc1C(c1ccccc1)N1CCN(C(C)=O)CC1 (configuration not stated)	.	5%	-8%	-0.2	13	9	i	-10%
CC(=O)c1ccc(-n2c(-c3cc(-c4ccco4)[nH]n3)n[nH]c2=S)cc1	-2%	10%	5%	-0.6	-10	-84*	i	11%[57.5 µM]
COc1ccc(CN2C(=NC(=O)C3CCCCC3)SC3CS(=O)(=O)CC32)cc1 (configuration not stated)	-1%	14%	3%	-4.9	2	-7	i	-19%
O=C1CCCN2N=C(SCC(=O)Nc3cccc(C(F)(F)F)c3)SC2=N1	1%	11%	-6%	-2.9	0	7	i	-20%
CCN(CC)c1ccc(/C=N/n2c(-c3ccccc3Br)n[nH]c2=S)cc1	-7%	15%	9%	1.7	-34	-71*	i	-12%
COc1ccc(C(=O)N2CCC2(C)C(=O)NC(C)C)cc1OC (configuration not stated)	.	9%	3%	-2.1	0	11	i	-17%
Cc1ccc2c(c1)N(CC(=O)NCc1cccs1)C(=O)CO2	0%	-3%	3%	-0.3	1	8	i	i
CC1=CC(C)(C)Nc2ccc(OS(=O)(=O)c3ccc(C)cc3)cc21	2%	0%	-1%	-0.1	0	17	i	-19%[57.5 µM]
CCC(CC)CN1CCC(CN2C(=O)C(=O)NC[C@@H]2[C@@H](C)CC)CC1	.	5%	8%	1.1	-15	12	i	-14%
NS(=O)(=O)c1ccc(N/N=C/c2ccc(C(=O)O)cc2)c([N+](=O)[O-])c1	5%	7%	?	0.3	0	-51*	i	-5%
COc1cccc(CC(NC(C)=O)C(=O)NC2CCN(c3c(Cc4ccccc4)c(C)nc4ncnn34)CC2)c1 (configuration not stated)	-1%	1%	0%	0.2	6	15	i	i
C=CCOC(=O)C(=O)/C=C/c1csc2ccccc12	.	6%	-19%	1.3	9	30	i	-4%

Part of the list above in order of SMILES length, high to low.
SMILES	Mm-Cpn inhibitor	EPAC2 agonist	EPAC2 antag	CCT chaperon mod	D3 ag	D3 antag	pAkt inh	PTHR1 agonist
CC(=O)c1ccc(-n2c(-c3cc(-c4ccco4)[nH]n3)n[nH]c2=S)cc1	-2%	10%	5%	-0.6	-10	-84*	i	11%[57.5 µM]
Cc1ccc(-n2ncc3c(=O)n(CC(=O)N(C)C)cnc32)cc1	-6%	-1%	3%	-1.0	6	-1	i	i
CCCCN(C)CCCNC(=O)CC1Oc2ccccc2NC1=O (configuration not stated)	0%	9%	11%	0.4	-16	-22	i	5%

(list continues)
SMILES	Mm-Cpn inhibitor	EPAC2 agonist	EPAC2 antag	CCT chaperon mod	D3 ag	D3 antag	pAkt inh	PTHR1 agonist
CCCOC(=O)c1ccc(N2C(=O)c3ccccc3C2=O)cc1	2%	-3%	8%	-1.6	7	6	i	-3%
C=Cc1ccc(C2=CC(=O)C[C@H](c3ccc(OC)cc3)C2)cc1	0%	12%	-6%	-0.4	-27	-52*	i	-24%
O=[N+]([O-])c1ccc(/C=N/N2CCN(c3ccncc3S(=O)(=O)N3CCCCC3)CC2)cc1	1%	-3%	-4%	-0.3	-5	-9	i	-67%
COc1nc(Nc2ccc([N+](=O)[O-])cc2)nc(NC2CCCCC2)n1	1%	1%	-12%	1.8	1	-3	i	-33%[inhibitor]
CC(C)(C)NC(=O)CSc1nnc(Cc2ccc3c(c2)OCO3)n1C1CCCCC1	-1%	-5%	6%	1.1	10	-29	i	-4%[57.5 µM]
COc1cccc(-c2nc(CS(=O)(=O)CC(=O)N3CCN(C)CC3)c(C)o2)c1	3%	2%	6%	-0.5	7	0	i	-4%
Cn1c(=O)[nH]c(=O)c2c1nc(SCC(O)CO)n2CCCc1ccccc1 (configuration not stated)	-2%	-3%	5%	1.4	-4	-5	i	-23%
O=c1oc2ccccc2c(=O)c2ccccc12	.	5%	14%	0.2	14	-2	i	-16%
O=C(c1csc2ccccc12)N1CCCCCC1	-1%	-1%	3%	-2.7	-3	-9	i	i
CCN(C(=O)c1coc(=O)c2ccccc12)c1cc(OC)ccc1OC	0%	2%	-2%	-3.1	0	-7	i	i
CNc1nc(SC)nc2ccccc12	0%	-1%	18%	-0.1	-12	-16	i	-16%
